Source: PubChem (several laboratories)
FLuc stim CS = firefly luciferase counter-screen for stimulation assays | AID 1027 | P08659 | activation factor at 10 µM | 200,000 tested, under 10 active | ATPlite luciferase biochemical, luminescence, 10 min; 0 = ATP-free wells, 1 = DMSO control;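 active = luciferase activation factor, scaled between plate controls, of at least 2 with compound at 10 µM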
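System: luciferase plus luciferin reagent, cell-free; medium: PBS as buffer for the ATP substrate; dosing: test compounds dosed from 2 mM stocks in 100% DMSO; timing: 10 min post-reagent at room temperature; measured by: luminescence measurement of luciferase light output; evaluation: luciferase activation, seen as luminescence increase over controls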
TNAP act hi DEA = TNAP (human) activation, high acceptor | P05186 | 200,000 tested, under 10 active | activation factor at 20 µM | purified TNAP, CDP-star luminescence, 1 M DEA, 30 min; stronger effect = higher value; 0 = EDTA background, 1 = DMSO-only activity;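 active = activation factor at least 2 at 20 µM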
Target sequence (P05186 whole entry, looked up): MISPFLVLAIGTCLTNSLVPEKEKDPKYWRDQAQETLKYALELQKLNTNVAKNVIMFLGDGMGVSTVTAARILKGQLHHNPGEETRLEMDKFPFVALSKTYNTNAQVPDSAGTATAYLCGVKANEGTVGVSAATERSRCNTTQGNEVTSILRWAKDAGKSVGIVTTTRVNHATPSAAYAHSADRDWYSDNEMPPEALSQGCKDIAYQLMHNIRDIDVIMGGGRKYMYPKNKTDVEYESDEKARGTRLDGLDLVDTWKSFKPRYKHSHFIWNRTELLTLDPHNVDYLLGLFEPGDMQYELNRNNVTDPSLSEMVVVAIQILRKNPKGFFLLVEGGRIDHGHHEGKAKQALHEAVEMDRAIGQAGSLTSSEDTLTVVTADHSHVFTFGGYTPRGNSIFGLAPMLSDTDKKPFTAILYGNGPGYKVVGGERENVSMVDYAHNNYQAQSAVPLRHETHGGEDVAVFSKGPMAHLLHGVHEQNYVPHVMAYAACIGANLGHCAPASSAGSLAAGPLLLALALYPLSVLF
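system = human TNAP | amount = enzyme diluted 1/800 final | reagent = 100 µM CDP-star substrate | signal = luminescent substrate turnover signal | dosing = one dose, 20 µM | benchmarks = EDTA negative control, DMSO positive control | measure = activation factor | timing = 30 min reaction, room temperature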
G6PDH counter = L. mesenteroides G6PDH inhibition counter-screen; inhibition, % at 5 µM; Purified L. mesenteroides G6PDH, diaphorase/resazurin coupled fluorescence, 45 min; actives 0.12% (n = 200,000); in the data active = inhibition above about 50%
TNAP inh no acc = blocks human TNAP activity with no phosphate acceptor present | actives 0.26% (n = 200,000) | purified TNAP, CDP-star luminescence, 30 min | P05186 | inhibition, % at 20 µM;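 active = tissue-nonspecific alkaline phosphatase inhibition above about 50% at 20 µM in the single-dose screen, limit read from the data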;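 also: 0% = DMSO negative control and 100% = EDTA positive control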
PMI act satM6P = increases human PMI activity with near-saturating mannose 6-phosphate; coupled PMI enzyme assay, resazurin fluorescence, 20 min; stronger effect = higher value; 1 = untreated enzyme, 0 = substrate-free blank; activation factor at 20 µM; actives 0.34% (n = 190,000); AID 1216;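 active = activation factor of 2 or more at 20 µM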
Target sequence (P34949 whole entry, looked up): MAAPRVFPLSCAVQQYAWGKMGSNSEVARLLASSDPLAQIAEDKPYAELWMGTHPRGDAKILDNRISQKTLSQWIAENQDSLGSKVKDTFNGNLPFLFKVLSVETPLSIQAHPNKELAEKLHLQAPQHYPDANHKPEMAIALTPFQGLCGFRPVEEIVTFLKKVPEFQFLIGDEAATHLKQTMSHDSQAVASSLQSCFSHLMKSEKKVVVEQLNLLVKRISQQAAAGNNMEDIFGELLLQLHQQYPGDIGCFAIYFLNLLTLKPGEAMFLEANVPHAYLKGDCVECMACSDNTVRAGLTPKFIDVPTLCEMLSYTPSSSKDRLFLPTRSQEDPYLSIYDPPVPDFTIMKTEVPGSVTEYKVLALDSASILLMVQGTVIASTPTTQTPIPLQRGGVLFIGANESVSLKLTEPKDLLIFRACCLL
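Test system: human phosphomannose isomerase with PGI, G6PDH, diaphorase coupling enzymes; amount: 15 ng/mL PMI; incubation: enzyme reaction with compound 20 min at room temperature; technique: resorufin fluorescence (Ex 544/Em 590 nm) from resazurin via diaphorase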
Diaph act CS = diaphorase activation or chemical reduction counter-screen. activation factor at 20 µM. Diaphorase/resazurin coupled assay, resorufin fluorescence, 16 min; stronger effect = higher value; 1 = vehicle wells, 0 = NADH-free wells. AID 1229. actives 0.005% (n = 190,000);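 active = diaphorase activity raised at least twofold by the compound at 20 µM; inactive = activation factor below 2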
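Material: purified diaphorase enzyme from Clostridium kluyveri; Also added: 0.114 mM NADH and 0.1 mM resazurin, final amounts; Doses: single compound dose of 20 µM, 1% DMSO final; Times: 16 min enzyme reaction, ambient temperature; Detection: resorufin fluorescence, excitation 544 nm, emission 590 nm; Measure: increased resorufin signal from activators or reducing compounds.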
HMGR II inh = blocks class II HMG-CoA reductase of Enterococcus faecalis | inhibition, % at 10 µM | purified E. faecalis HMGR, NADPH absorbance 340 nm kinetic | AID 1066 | actives 0.41% (n = 190,000);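 active = inhibition above a set limit, the median over all tested compounds plus 3 SD, cut at about 9.5% in these data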;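 also: enzyme runs in reverse so mevalonate oxidation gives rising NADPH absorbance; 0% = complete reaction with DMSO and 100% = background rate lacking mevalonate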
Diaph inh CS = diaphorase inhibition or chemical oxidation counter-screen; AID 1217; diaphorase resazurin-to-resorufin fluorescence, NADH, 16 min; bacterial (C. kluyveri) enzyme, not human; inhibition, % at 20 µM; actives 0.69% (n = 190,000);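 active = primary screen inhibition at 20 µM above a set limit, cut at about 50% in these data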;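 also: plate controls were DMSO with full reaction for no effect and wells lacking NADH for full effect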
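Detection: fluorescence of resorufin formed from resazurin, Ex 544/Em 590 nm; test system: Clostridium kluyveri diaphorase enzyme; amount: 0.14 U/mL diaphorase, enzyme working solution; times: 16-min room-temperature incubation before reading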
TNAP inh hi DEA = inhibitors of human TNAP at high phosphate acceptor concentration; P05186; purified TNAP, CDP-star luminescence, 1 M DEA; inhibition, % at 20 µM; actives 0.03% (n = 200,000); AID 1135;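 active = over 50% inhibition of tissue-nonspecific alkaline phosphatase at 20 µM in the single-dose screen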;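 also: plate controls were DMSO wells for no effect and EDTA-quenched wells as full inhibition for full effect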
PMI act = increases human mannose-6-phosphate isomerase activity; P34949; purified human PMI, coupled resazurin fluorescence, 20 min; stronger effect = higher value; 1 = vehicle control, 0 substrate-free wells; activation factor at 20 µM; actives 0.005% (n = 190,000);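 active = activation factor of 2 or more at 20 µM, relative to plate controls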
Active calls of the source: *.

SMILES	FLuc stim CS	TNAP act hi DEA	G6PDH counter	TNAP inh no acc	PMI act satM6P	Diaph act CS	HMGR II inh	Diaph inh CS	TNAP inh hi DEA	PMI act
CC(C(=O)NCc1ccccn1)N1C(=O)c2ccccc2C1=O (stereo unspecified)	1.1	1	2	4	0.8	0.8	-8	23	-3	0.8
O=C1CC(N(CCc2ccccc2)C(=S)Nc2ccccc2)C(=O)N1c1ccc(Br)cc1 (stereo unspecified)	1	1	-16	-6	0.9	0.8	-2	20	-1	0.7
CCN(CC)S(=O)(=O)c1ccc2c(c1)nc(SCC(=O)N1CCCCCC1)n2-c1ccc(OC)cc1	1.1	1	7	-5	0.9	0.8	0	19	-1	0.9
CCOc1ccc(N(C(C)C(=O)Nc2cccnc2)S(C)(=O)=O)cc1 (stereo unspecified)	1	1.1	4	-7	0.8	0.9	0	15	-5	1
CCC1Oc2ccc(C)cc2N(CC(=O)NCCN2C(C)CCCC2C)C1=O (stereo unspecified)	1	1	2	-8	1	0.9	0	15	2	0.9
CC1CCc2nn(CC(=O)NCc3ccc4c(c3)OCO4)cc2C1 (stereo unspecified)	1.1	1	-11	-13	0.9	0.9	6	8	-4	0.9
CN1C=CC=C/C1=C1\SC(=S)N(N)C1=O	1	0.8	-2	8	1	0.9	-7	13	19	0.9
CC(C)(C)c1ccc(S(=O)(=O)N2CCSC2)cc1	1.1	1	8	-6	1.1	0.9	-3	6	-1	1
CC1(C)CC(=O)C(C#N)=C(NCCCO)C1	1	1	4	-9	1	1	-1	-4	0	1
CN(C)S(=O)(=O)c1cccc(C(=O)N2CCc3ccccc32)c1	1	1	3	7	0.9	0.9	1	13	-1	0.9
O=C(CSC1=N/C(=C/c2ccco2)C(=O)N1c1ccc(OC(F)F)cc1)NC1CCS(=O)(=O)C1 (stereo unspecified)	1	1	-2	-24	0.8	0.8	-9	19	-3	0.9
COc1ccc(-n2c(C)cc(/C=C(\C#N)C(=O)NCc3ccco3)c2C)cc1	1.1	1	0	-2	1.2	0.7	0	26	-4	1.1
COc1ccccc1NC(=O)c1ccc(NC(=O)CSc2nnnn2C)cc1	1	1	-4	-4	1	0.9	-11	7	2	0.9
CCCC(=O)NC(=S)Nc1ccc(CN2CCOCC2)cc1	1	1	3	-13	1	0.8	1	18	-4	1
CCOC(=O)c1cn(-c2ccc(F)c(F)c2)c2c(F)c(F)c(F)c(F)c2c1=O	1	1	32	-7	0.9	0.8	-6	19	-2	0.8
CN1CCN(C(CNS(=O)(=O)c2ccc(Cl)cc2)c2cccnc2)CC1 (stereo unspecified)	1.1	1	10	-4	0.9	0.9	-2	6	2	0.9
Cc1nc2ccccc2n1C(=O)N(C)C	1.1	1	2	-1	1.1	0.9	4	6	-5	1.1
CC(C)NCC(O)COC1CCC(C(C)(C)C)CC1 (stereo unspecified)	1	1	0	-5	1	1	2	3	3	1
S=C(NCCc1ccccn1)Nc1cccc(Cl)c1	1	1	9	-9	0.9	0.8	-2	18	-2	1
O=S(=O)(NCC(c1cccnc1)N1CCN(c2ccccc2)CC1)c1cccs1 (stereo unspecified)	1	1	5	-9	0.9	0.9	2	7	-3	0.9
C=CCn1c(SCC(=O)c2[nH]c(C)c(C(=O)OCC)c2C)nc2scc(-c3ccc(OC)c(OC)c3)c2c1=O	1.1	1	-32	-4	0.9	1	-11	-1	2	1
CCCN(CCC)C(=O)CP(=O)(c1ccccc1)c1ccccc1	1.1	1	4	-16	1	0.8	0	16	-4	1
O=C(O)[C@H]1CCCC[C@H]1C(=O)NCCNC(=O)[C@@H]1CCCC[C@@H]1C(=O)O	1.1	1	8	-8	0.9	0.9	-1	14	-1	0.8
O=C(N/N=C/c1sc(N2CCOCC2)nc1-c1ccccc1)c1ccccc1O	1	1	7	-6	1.2	1	1	2	3	1.1
Cc1ccc(N(CC(=O)NCc2ccc3c(c2)OCO3)S(=O)(=O)c2c(C)noc2C)cc1	1	1.1	17	-17	0.9	0.7	-10	30	-9	0.8
Cc1cc(N2CCN(C(=O)c3ccco3)CC2)n2nc(C)c(-c3ccccc3)c2n1	1	1	4	-1	0.9	1	-8	5	0	0.9
CCN(CC)C(=O)C1CCCN(C(=O)Nc2ccccc2)C1 (stereo unspecified)	1	1	16	2	0.9	0.9	-2	14	-4	0.9
COc1ccc(C(=O)NCCc2ccc(S(N)(=O)=O)cc2)cc1OC	1.1	1	2	-8	1	1	-1	2	-3	1
O=C(NCCO)Nc1ccc2nsnc2c1	1.1	1.1	2	-15	0.7	0.9	-2	15	-5	0.9
O=Cc1ccc2cccnc2n1	1	1.1	19	2	1.4	0.8	-1	16	-5	1.4
Cc1cccc(OCc2nnc(SCC(=O)Nc3cccc(C(=O)N4CCOCC4)c3)n2C)c1C	0.9	1	-3	-1	1.1	1.1	-2	-8	2	1.1
CC(C)OCCCNCC(O)c1ccccc1 (stereo unspecified)	1.2	1	-8	9	1.1	0.9	-5	6	-3	1
Cn1cc(C(=O)c2cccc(Cl)c2)cc1/C=N\O	1	1	0	-4	1	1	-3	2	0	1
CC(C)(C)NC(=O)C1N(c2cccnc2)C(=O)C2C(C(=O)Nc3ccccc3)C3(C)C=CC21O3 (stereo unspecified)	1	1	-1	-7	1	1	-2	2	3	0.9
Cc1cc(C)nc(SCc2nnc(SCC(=O)N3CCCc4ccccc43)o2)n1	1.1	1.1	1	-8	1.1	1	-4	2	-7	1.1
O=C(CCN1CCOCC1)NNC(=S)NC(=O)c1ccc(Br)cc1	1.1	1	-10	-136	0.9	0.3	3	66*	-4	0.7
CCCOC(=O)c1c(NC(=O)/C=C/c2cnn(C)c2C)sc(C(=O)OCC)c1C	1.1	1	9	3	1.1	1	-4	-2	-3	1.1
Cc1ccc(CSc2nnc(NC(=O)C3COc4ccccc4O3)s2)cc1 (stereo unspecified)	1	1	0	9	0.9	0.9	-2	15	4	1
O=C(NCc1ccco1)C12CN(Cc3ccccc3)CC1C(c1cccc([N+](=O)[O-])c1)=NO2 (stereo unspecified)	1.1	1	3	-2	1	0.9	-2	14	-4	1
CCOC(=O)Cc1c(C)nc2cc(C)nn2c1C	1	1	11	-5	1	1	-3	-3	-4	1.1
CCOC(=O)N/N=C(\C)c1ccc(OC(F)F)cc1OC(F)F	1	1	-13	-12	1	0.8	-9	19	-2	1
CCOc1ccccc1NC(=O)CNC(=O)Cc1ccccc1	1.1	1.1	8	-12	1.1	1	1	-5	-5	1
O=C(COc1cccc(NC(=O)c2ccccc2)c1)c1ccc(F)cc1	1	0.9	1	-2	1.2	1	-1	-1	5	1.2
COc1ccc(S(=O)(=O)N2CCCC(C(=O)NCc3ccncc3)C2)cc1Cl (stereo unspecified)	1	1.1	15	-9	1	1	0	3	-5	1
O=C(O)CCCC(=O)Nc1ccccc1C(=O)O	1	1	2	-10	1	0.9	-1	9	-4	1
N#Cc1c2n(c(=S)n(-c3ccccc3[N+](=O)[O-])c1=O)CCCCC2	1	1	4	0	1	1	-10	0	4	1
O=C(N/N=C/c1ccc(Br)s1)Nc1ccccc1	1	1.1	6	-14	1	1	-5	-4	-5	1
O=C(NCCC1=CCCCC1)c1ccc(CN2CCOCC2)cc1	1.1	0.9	-2	1	1.2	1	-3	4	7	1.1
Cc1nc2ncnn2c(N2CCN(C(=O)c3cccc(F)c3)CC2)c1C	1	1.1	5	-12	0.9	0.8	3	16	-5	1
Nc1nnc(CC(=O)N2CCCCC2)s1	1.1	1	-1	-11	1	0.9	0	12	-3	0.9

The list continues.
SMILES	FLuc stim CS	TNAP act hi DEA	G6PDH counter	TNAP inh no acc	PMI act satM6P	Diaph act CS	HMGR II inh	Diaph inh CS	TNAP inh hi DEA	PMI act
O=C(CNc1cc(S(=O)(=O)N2CCCC2)ccc1OCC(F)(F)F)Nc1cc(Cl)cc(Cl)c1	1.1	1	8	-9	1.1	1.1	2	-6	-5	1.1
Cc1cccc(NC(=O)C2NC(=O)CC2c2ccccc2)c1C (stereo unspecified)	1	1.1	5	6	1.1	1.1	1	-5	-9	1
C/C(Cl)=C/CN1C(=O)C2C3C=CC(C3)C2C1=O (stereo unspecified)	1.1	1.1	-1	-13	1	0.9	3	10	-7	1
Cn1c(-c2cccc3ccccc23)n[nH]c1=S	1	1	9	1	1	1.1	3	-8	1	1
COC(=O)/C=C1/N/C(=N\c2nc(C)cc(C)n2)N(c2ccc(Cl)cc2)C1=O	1.1	1	8	-20	1	1	-6	4	1	1
O=C(Cn1cc2c(n1)CCCCC2)N1CCc2ccccc21	1	1	-14	-17	0.9	0.9	-2	8	2	0.9
COc1ccc(/C(N)=N/OC(=O)C2CCC(=O)N2S(=O)(=O)c2ccc(C)cc2)cc1OC (stereo unspecified)	1	1	8	-11	0.9	0.9	-3	10	2	0.9
CCCCn1c(S(=O)(=O)O)nc2ccccc21	1	1	-10	-8	1	0.9	-3	7	2	1
Cc1cc(C)cc(-n2ccnc2SCC(=O)Nc2nccs2)c1	1	1	5	-6	1	0.9	-6	12	-2	1
Cn1cc([N+](=O)[O-])c(C(=O)NCc2ccco2)n1	1	1	-3	-4	1	1.1	-5	-5	-1	1
